GLA spleen mod = inhibitors or activators of human alpha-galactosidase in spleen homogenate; P06280; human spleen homogenate, 4MU-alpha-Gal fluorescence, 40 min; Potency, µM (titrated, usually from 80 µM), without a hit: at the top dose activity change, negative = inhibition, actives largely listed as inhibitors; 240,000 tested, 0.008% active; AID 2107;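 further: 0% = enzyme with vehicle and -100% = no enzyme basal signal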
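Inhibition or activation of alpha-galactosidase in human spleen homogenate is scored by 4-MU fluorescence after 40 min at 37C, pH 5.0, with 1 mM substrate. AC50s come from concentration-response fitted to the Hill equation.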
GAA inhib = blocks human lysosomal alpha-glucosidase. P10253. AID 1466. Potency, µM (top dose mostly 76.9 µM), without a hit: top-dose activity change, negative = inhibition, hits mostly inhibitors. 200,000 tested, 0.005% active. purified human GAA, 4-MU-alpha-glucoside fluorescence;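 further: plate controls were uninhibited enzyme wells for no effect and no-enzyme background for full effect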
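Human enzyme at 4 nM with 400 uM 4-methylumbelliferyl-alpha-D-pyranoside, citrate/phosphate buffer pH 5.0, 0.005% Tween-20, 20 min at room temperature. Compounds up to 77 uM. 4-MU fluorescence (Ex 365/Em 440) read after NaOH/glycine stop; AC50 from Hill fit.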
RGS12 GoLoco inh = RGS12 GoLoco-Gai1 interaction inhibition; Potency, µM (titrated, usually from 61.6 µM), inactives show at the top dose activity, negative = inhibition, usual class: inhibitors; Gai1:RGS12 GoLoco peptide FP, rhodamine, 10 min; 230,000 tested, 0.44% active; active means well fitted inhibition curve with a large enough effect, not every such curve was filed as active; inactive means no such curve, though single readings can be large or run the other way; further: on the % scale 0 is the no-effect control and ±100 the full control effect; nearly all actives have a fitted effect of over 30% in size; many of its hits are not listed in these tables
KDM4E inh = JMJD2E (human) inhibition. Potency, µM (highest dose often 57.1 µM), without a hit: top-dose activity change, negative = inhibition, hits mostly inhibitors. 230,000 tested, 1.6% active. AID 2147. JMJD2E catalytic domain, FDH-coupled NADH fluorescence (FDH is formaldehyde dehydrogenase). B2RXH2; active means well fitted inhibition curve with a large enough effect, not every such curve was filed as active; inconclusive means small, poorly fitted or top-dose-only effect, or another doubt; inactive means no such curve, though single readings can be large or run the other way;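 further: 0% = wells with enzyme and -100% = buffer wells without enzyme; nearly all actives have a fitted effect of over 50% in size; many of its hits are not listed in these tables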
Target sequence (B2RXH2 1-337 limits assumed): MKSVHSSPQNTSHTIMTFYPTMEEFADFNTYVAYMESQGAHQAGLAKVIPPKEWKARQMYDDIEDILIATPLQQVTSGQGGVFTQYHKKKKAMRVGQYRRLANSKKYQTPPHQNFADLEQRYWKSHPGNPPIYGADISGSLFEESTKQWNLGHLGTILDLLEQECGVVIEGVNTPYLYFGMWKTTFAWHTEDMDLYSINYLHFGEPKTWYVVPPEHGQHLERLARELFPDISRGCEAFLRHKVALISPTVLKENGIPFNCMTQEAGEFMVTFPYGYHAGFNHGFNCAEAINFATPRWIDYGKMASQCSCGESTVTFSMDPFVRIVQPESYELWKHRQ
GAA spleen mod = inhibits or activates alpha-glucosidase in human spleen homogenate; P10253; human spleen homogenate, 4-MU-alpha-glucoside fluorescence; Potency, µM (highest dose often 79.9 µM), for the others: at the top dose activity change, negative = inhibition, most hits filed as inhibitors; 240,000 tested, 0.006% active;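 further: 0% = enzyme with vehicle and -100% = no enzyme basal signal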
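Enzyme source: human spleen homogenate, 1 ug/well. Buffer 50 mM citric acid/K phosphate pH 5.0, 0.01% Tween-20. 4-MU-alpha-glucoside 1 mM; 37 C x 40 min; NaOH/glycine stop; fluorescence.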
ALDH1A1 inh = inhibitors of human aldehyde dehydrogenase 1A1; P00352; Purified ALDH1A1, NADH fluorescence, propionaldehyde substrate; Potency, µM (doses to about 75.3 µM), for inactives: top-dose activity, negative = inhibition, actives largely listed as inhibitors; 220,000 tested, 7.3% active; active means well fitted inhibition curve with a large enough effect, not every such curve was filed as active; inconclusive means small, poorly fitted or top-dose-only effect, or another doubt; inactive means no such curve, though single readings can be large or run the other way;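 further: plate controls were no enzyme wells and a reference inhibitor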
Target sequence (P00352 whole entry, looked up): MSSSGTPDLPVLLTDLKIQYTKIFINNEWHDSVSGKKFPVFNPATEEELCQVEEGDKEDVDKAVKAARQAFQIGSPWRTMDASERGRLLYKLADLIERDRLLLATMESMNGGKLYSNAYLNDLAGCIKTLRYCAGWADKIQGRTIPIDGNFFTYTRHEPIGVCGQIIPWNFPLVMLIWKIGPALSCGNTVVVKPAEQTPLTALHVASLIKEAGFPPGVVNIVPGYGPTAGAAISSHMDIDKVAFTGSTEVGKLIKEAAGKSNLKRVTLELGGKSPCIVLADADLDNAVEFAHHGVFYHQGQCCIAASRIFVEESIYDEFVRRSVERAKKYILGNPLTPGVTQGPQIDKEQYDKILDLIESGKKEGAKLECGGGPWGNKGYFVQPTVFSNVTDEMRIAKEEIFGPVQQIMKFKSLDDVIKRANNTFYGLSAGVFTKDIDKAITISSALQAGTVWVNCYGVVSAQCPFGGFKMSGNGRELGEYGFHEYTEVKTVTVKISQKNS
GAA glycogen = alters human alpha-glucosidase cleavage of glycogen; recombinant GAA, glycogen substrate, Amplex Red glucose oxidase fluorescence; Potency, µM (series often up to 76.4 µM), inactives show at the top dose activity change, negative = inhibition, hits mostly inhibitors; 300,000 tested, 0.38% active;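 further: 0% = full enzyme reaction and -100% = no-enzyme basal signal; the screen sought inhibitors and activators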
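qHTS, 1536-well; enzyme 4 nM final; cpd up to 77 uM; substrate bovine liver glycogen 30 ug; 50 mM citrate/phosphate pH 5.0, 0.01% Tween-20; 37 C, 40 min; Amplex Red detection 45 min RT; Hill fit → AC50.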
SMN2 splice enh = increases expression of the SMN2 splice variant | HEK293 SMN2-luciferase splicing reporter, luminescence, 30-36 h | Potency, µM (top dose mostly 46.1 µM), for inactives: at the top dose activity change, positive = activation, usual class: activators | 210,000 tested, 2.8% active; further: % of control where 0% means no effect; nearly all actives have a fitted effect of over 55% in size
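qHTS luciferase splicing reporter: luminescence rises when SMN2 exon 7 is included in transfected HEK293 cells. Compound exposure lasted 30-36 h at 37C, with 4.5 mM final sodium butyrate as control, followed by a ONE-Glo read.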
The depositor's hits bear a star; ? = inconclusive; / = not tested or not shown; [ ] = dose if it differs, or a comment. Unless noted, the call rests on the fitted dose curve; in most records, active means well fitted curve in the direction sought with a large enough effect; inconclusive means small, poorly fitted or top-dose-only effect, or another doubt; inactive means no such curve, though single readings can be large; an effect the other way counts as inactive or inconclusive. Potency means the concentration at half of the fitted maximal effect.

SMILES	GLA spleen mod	GAA inhib	RGS12 GoLoco inh	KDM4E inh	GAA spleen mod	ALDH1A1 inh	GAA glycogen	SMN2 splice enh
O=[N+]([O-])c1nn(-c2ccccc2)n(O)c1=NC1CCN(Cc2ccccc2)CC1	-2.3%	2.0%	12.2%	12.8%	-1.7%	7.2%	6.7%	-16.7%
Cc1[nH]c2ccccc2c1/C=N/NC(=O)CNC(=O)c1ccc2c(c1)OCO2	2.2%	3.1%	2.7%	-0.5%	-1.7%	1.3%	21.9%	-4.6%
Cc1cccc2sc(NC(=O)c3ccc(NS(=O)(=O)c4cccs4)cc3)nc12	-6.3%	-8.9%	7.2%	?	5.4%	?	16.6%	1.5%
CC(C)[C@H](NC(=O)c1cccc(S(=O)(=O)N2CCOCC2)c1)C(=O)Nc1nc2ccccc2s1	-17.7%	-1.7%	12.0%	-7.4%	-10.5%	2.1%	-5.4%	-7.3%[1.84 µM]
c1ccc(CCc2ccccc2-c2nc(-c3cccnc3)no2)cc1	-4.7%	?	14.2%	-21.1%	-4.2%	?	3.4%	-12.1%
C[N+](C)(C)CCCNC(=O)c1ccc(/C=N/O)nc1	6.0%	5.5%	-30.3%	3.7%	5.1%	-20.5%	3.7%	2.3%
CCOc1ccc(OCC)c(NC(=O)C2CCN(S(=O)(=O)c3cnc[nH]3)CC2)c1	7.7%	-8.1%	5.9%	-7.1%	-25.4%	4.3%	1.0%	-3.7%
Cc1ccccc1C(=O)NCC(=O)NNC(=S)NC(=O)c1ccccc1C	-0.6%	-0.7%	-14.3%	-5.6%	2.8%	-0.6%	-8.3%	-38.3%[inhibitor]
O=C(Cn1cnc2scc(-c3ccc(F)cc3)c2c1=O)N1CCOCC1	-14.4%	5.2%	8.2%	1.2%	-10.2%	3.2%	4.8%	7.1%
O=C(c1ccc2c3c(cccc13)CC2)C1CCCN(Cc2ccc(OCCO)cc2)C1 (stereo not given)	-2.6%	-1.6%	4.6%	?	0.4%	?	12.0%	/
CN(C)CCNC(=S)Nc1ccccc1Cl	-1.7%	2.8%	-3.9%	-0.4%	-5.7%	9.5%	-1.7%	-4.4%[1.84 µM]
CCOC(=O)C1=C(c2ccc(OC)cc2)C(=O)c2ccccc2C1=O	-2.5%	-10.8%	-12.2%	?	-8.3%	?	1.8%	-102.3%[inhibitor]
CN1[C@H](Cc2ccccc2)C=C[C@]1(C)C(=O)NCC1CC1	0.1%	/	-6.9%	?	-9.4%	28.2µM*	/	-5.9%
Cc1ccc(S(=O)(=O)NCCSc2nnnn2-c2cc(C)ccc2C)cc1	-11.3%	0.4%	-1.6%	-7.3%	-4.6%	0.891µM*	-5.8%	-47.0%[inhibitor]
C/C(=N\NC(=O)c1cccnc1)c1ccc(OC2OCCOC2Oc2ccc(/C(C)=N/NC(=O)c3cccnc3)cc2)cc1 (stereo not given)	-4.7%	-0.1%	10.2%	3.4%	2.7%	4.5%	-65.9%	-9.8%
Cc1noc(C)c1C(=O)Nc1nnc(CC(C)C)s1	9.9%	-2.0%	18.3%	3.8%	5.0%	-12.0%	-2.1%	/
O=C(CSc1nnnn1-c1ccc(O)cc1)N1N=C(c2ccc3ccccc3c2)CC1c1ccccc1 (stereo not given)	-8.5%	?	-124.9%	1.41µM*	-3.8%	6.1%	9.3%	22.1%
COc1cccc(NC(=S)NN2C(C)CCCC2C)c1 (stereo not given)	9.3%	-0.4%	-0.2%	2.0%	5.3%	-6.2%	-14.8%	4.1%
CCOC(=O)C1=C(C)OC(N)=C(C#N)C1c1cc2cc(C)ccc2nc1N1CCCCC1 (stereo not given)	9.8%	6.4%	21.7%	?	0.5%	?	-26.7%	?
O=C(COc1ccc(-c2ccccc2)cc1)N/N=C/c1cc(O)ccc1Br	-12.8%	-1.6%	2.3%	1.4%	-8.1%	-7.7%	-0.1%	1.6%[1.84 µM]
Cc1ccc(-c2nc(=S)c3c(n2Cc2ccco2)CC(C)(C)OC3)cc1	7.5%	6.5%	-5.6%	2.2%	-1.6%	?	2.0%	2.9%
Cc1ccc(C)c(NC(=S)NNC(=O)c2ccco2)c1	9.3%	-0.1%	6.4%	10.6%	-0.1%	2.9%	22.4µM*	-6.8%
COC(=O)c1sccc1NC(=S)N1CCN(c2cccc(C)c2C)CC1	-7.3%	5.8%	6.1%	3.1%	-3.3%	?	-0.9%	-37.1%[inhibitor]
O=C(OCCC1Oc2cccnc2NC1=O)c1ccc(F)cc1 (stereo not given)	2.8%	-11.0%	8.1%	-1.9%	2.0%	-2.4%	-10.0%	2.9%
CCOC(=O)c1c(NC(=O)C(C)NCc2ccco2)sc2c1CCC(C)C2 (stereo not given)	4.1%	-6.4%	0.0%	?	-5.4%	?	-6.9%	-19.9%
CC(C)OC(=O)CC(=O)CSc1nc2c(c(-c3cccs3)c1C#N)CCC2	0.8%	-7.4%	8.8%	?	-0.2%	?	2.7%	-10.2%
ONC(=Nc1ccccc1)C(=Nc1ccccc1)NO	-9.4%	3.6%	4.5%	-1.3%	-8.0%	9.3%	-4.3%	13.1%
N#Cc1ccccc1NC(=O)c1cc(=O)c2ccccc2o1	-2.6%	-3.7%	3.5%	1.9%	/	-4.4%	1.5%	6.2%
CC(=O)Nc1cccc(NC(=O)CSc2nnc(Cc3cccn3C)n2-c2ccc(C)cc2)c1	7.8%	-1.6%	/	4.8%	7.0%	5.8%	0.4%	/
CC(C)(C)c1ccc(SCCc2ccccn2)cc1	6.4%	-1.9%[15.4 µM]	-9.6%	1.7%	4.4%	-5.7%	-3.7%	/
Cc1ccc(N2C(=O)CC(NCc3ccc4c(c3)OCO4)C2=O)cc1Cl (stereo not given)	9.0%	-0.8%	0.0%	1.0%	-20.3%	22.4µM*	1.0%	-5.7%
O=[N+]([O-])c1ccc(-c2nc(-c3cccs3)c(-c3cccs3)[nH]2)cc1	-2.3%	-1.6%	35.0%[activator]	-19.0%	-20.3%	1.3%	2.7%	-16.9%
CCOC(=O)c1cccc(S(=O)(=O)N(CCO)Cc2cc3cc(OC)ccc3[nH]c2=O)c1	4.9%	?	3.3%	?	-6.7%	?	4.7%	18.8%
Cc1ccc(C)c(CSc2nnc(C)c(=O)n2N)c1	7.0%	2.6%	3.6%	1.4%	8.4%	-9.0%	-8.0%	5.3%
COCCNC(=S)Nc1ccc2[nH]c(=O)[nH]c2c1	6.7%	?	-8.1%	-5.8%	-15.9%	25.1µM*	-26.7%	17.0%
CCOC(=O)C1=C(N)N(c2ccccc2)C2=C(C(=O)CCC2)C1c1cccnc1 (stereo not given)	1.1%	-4.6%	3.8%	8.2%	1.7%	-10.4%	-0.1%	7.6%
C=CCC1(CC=C)CCCN1C(=O)CC1C(=O)NCCN1Cc1ccc(OC)c(OC)c1 (stereo not given)	-5.9%	1.9%	0.8%	5.6%	-5.4%	6.2%	0.4%	/
Cc1c(NP(=O)(Oc2ccccc2F)Oc2ccccc2F)c(=O)n(-c2ccccc2)n1C	-7.4%	-4.4%	-4.3%	13.8%	-17.6%	11.6%	-10.6%	13.5%
CSc1nc2c(c(=O)[nH]1)C(c1cccc(Cl)c1Cl)CC(=O)N2 (stereo not given)	-14.9%	0.2%	-2.7%	-29.2%	-4.9%	?	8.6%	0.1%
CCCCSc1nc2c(cc1C#N)CCC2	6.5%	-24.8%	-18.3%	3.4%	-3.1%	?	1.9%	1.5%
Nn1c(-c2ccccn2)nnc1-c1ccccn1	3.3%	4.0%	2.3%	8.9%	1.9%	4.6%	-8.3%	?
O=c1c2ccccc2nc(SCc2nnc(-c3ccccc3)o2)n1-c1ccc(F)cc1F	4.9%	-3.7%	17.5%	-13.2%	-22.2%	-4.9%	-14.0%	-29.5%
CCC(C)Nc1ccc(NC(C)CC)cc1 (stereo not given)	-4.5%	/	31.6µM*	/	-7.7%	8.91µM*	/	-61.8%[inhibitor]
COc1ccc(N(/N=C2\Sc3ccccc3C2=O)C(C)=O)cc1	-0.7%	-6.2%	18.2%	6.3%	-3.4%	-2.1%	2.4%	15.8µM*
CC1CCc2c(sc(NC(=O)CSc3ncn[nH]3)c2C#N)C1 (stereo not given)	12.7%	/	3.7%	-2.2%	9.1%	/	3.9%	/
O=C(Cn1cnc2ccccc2c1=O)NNC(=O)c1ccccc1	3.0%	/	11.4%	?	-5.4%	/	-1.2%	/
Nc1nc2c(nc(Br)n2C2O[C@H]3COP(=O)(O)O[C@@H]3C2O)c(=O)[nH]1 (stereo not given in full)	11.9%	/	13.6%	4.6%	-1.4%	-6.7%	/	-1.6%
CCC(C)C(=O)Nc1ccc(OC)cc1[N+](=O)[O-] (stereo not given)	-4.7%	3.6%	1.1%	4.2%	-2.4%	0.8%	12.9%	-0.3%
CN1C(=O)C2C(c3ccc(N(C)C)cc3)=NN(Cc3ccccc3)C2C1=O (stereo not given)	11.8%	3.3%	-1.1%	-2.3%	/	?	-16.8%	-9.8%
O=C(N/N=C/c1ccc(N2CCOCC2)cc1)c1ccccn1	-4.8%	/	9.7%	-4.4%	-4.0%	/	-25.8%	/

Arranged by formula weight (smallest number first): some entries from above
SMILES	GLA spleen mod	GAA inhib	RGS12 GoLoco inh	KDM4E inh	GAA spleen mod	ALDH1A1 inh	GAA glycogen	SMN2 splice enh
CCC(C)C(=O)Nc1ccc(OC)cc1[N+](=O)[O-] (stereo not given)	-4.7%	3.6%	1.1%	4.2%	-2.4%	0.8%	12.9%	-0.3%
O=C(N/N=C/c1ccc(N2CCOCC2)cc1)c1ccccn1	-4.8%	/	9.7%	-4.4%	-4.0%	/	-25.8%	/
O=C(Cn1cnc2ccccc2c1=O)NNC(=O)c1ccccc1	3.0%	/	11.4%	?	-5.4%	/	-1.2%	/
COc1ccc(N(/N=C2\Sc3ccccc3C2=O)C(C)=O)cc1	-0.7%	-6.2%	18.2%	6.3%	-3.4%	-2.1%	2.4%	15.8µM*
CN1C(=O)C2C(c3ccc(N(C)C)cc3)=NN(Cc3ccccc3)C2C1=O (stereo not given)	11.8%	3.3%	-1.1%	-2.3%	/	?	-16.8%	-9.8%

Screens (PubChem)

These rows are one share of the data; rates above refer to the full screens.
